# High-throughput results (PubChem BioAssay)
# Menin MLL FP TR = qHTS Assay for Inhibitors Targeting the Menin-MLL Interaction in MLL Related Leukemias: Competition With Texas Red Labeled MLL-derived Mutant Peptide; AID 1768, 2009; 270,000 tested, 0.23% active; Potency, µM (doses to about 61.6 µM), for the others: at the top dose FP activity change, negative = inhibition, actives largely listed as inhibitors; Menin + Texas Red MLL mutant peptide, fluorescence polarization; active = well fitted inhibition curve with a large enough effect in the polarisation, with a control signal flat, not every such curve was filed as active; inconclusive = small, poorly fitted or top-dose-only effect, or effect the other way, or a change in a side signal; inactive = no such curve, though single readings can be large or run the other way; the % refers to the polarisation; also: % of control where 0% means no effect; many of its hits are not listed in these tables
# Target sequence (O00255 whole entry, looked up): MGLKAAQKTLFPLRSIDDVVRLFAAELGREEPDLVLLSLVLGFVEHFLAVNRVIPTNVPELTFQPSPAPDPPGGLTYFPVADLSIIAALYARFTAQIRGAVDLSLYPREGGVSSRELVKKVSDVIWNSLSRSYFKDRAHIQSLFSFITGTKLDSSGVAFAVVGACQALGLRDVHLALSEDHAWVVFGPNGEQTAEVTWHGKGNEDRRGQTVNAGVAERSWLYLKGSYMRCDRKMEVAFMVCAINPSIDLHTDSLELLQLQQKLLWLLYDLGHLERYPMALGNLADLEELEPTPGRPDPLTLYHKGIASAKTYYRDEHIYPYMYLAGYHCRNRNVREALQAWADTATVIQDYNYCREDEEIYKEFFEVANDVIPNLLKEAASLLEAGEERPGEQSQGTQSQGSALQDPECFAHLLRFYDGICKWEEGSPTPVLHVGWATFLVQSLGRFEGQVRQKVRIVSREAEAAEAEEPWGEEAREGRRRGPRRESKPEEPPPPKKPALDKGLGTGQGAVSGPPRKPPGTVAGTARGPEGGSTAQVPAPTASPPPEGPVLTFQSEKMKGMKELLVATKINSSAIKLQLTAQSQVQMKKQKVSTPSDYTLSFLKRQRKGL
# An asterisk follows results filed as active; u = inconclusive; & = joins results of further samples; [ ] = dose if it differs, or a comment. Potency is read from the fitted curve at half-maximal effect. These rows are one share of the data, so the mix of outcomes need not match the whole.
Menin MLL FP TR	compound
12%	CC(C)C(N)C(=O)OCCOCn1cnc2c(=O)[nH]c(N)nc21 (stereo not given)
5%	OC[C@@H]1O[C@@H](Oc2ccc(O)cc2)[C@H](O)[C@@H](O)[C@@H]1O
13%	O=C(Nc1cccc(F)c1)N1CC[C@@]2(CCCN(S(=O)(=O)c3ccccc3)C2)C1
-9%	O=c1cc(-c2cc3ccccc3oc2=O)c2ccc(O)cc2o1
2%	Cc1nc2cnc(OCc3ccccc3)nc2n(CCC#N)c1=O
10%	COc1ccc(CC(N)C(=O)NC2C(CO)OC(n3cnc4c(N(C)C)ncnc43)C2O)cc1 (stereo not given)
2%	COCCn1c(=O)cnc2cnc(Oc3ccc(OC)cc3)nc21
4%	COCCNc1nc(-c2ccccc2C)nc2ccccc12
0%	O=C(c1cnccn1)N1CCC[C@@]2(CCN(Cc3cc(C(F)(F)F)cc(C(F)(F)F)c3)C2)C1
-10%	Cc1nc2cnc(N3CCN(C)CC3)nc2n(C2CC2)c1=O

# Quoted from the entries so far for reference:
Menin MLL FP TR	compound
12%	CC(C)C(N)C(=O)OCCOCn1cnc2c(=O)[nH]c(N)nc21 (stereo not given)
5%	OC[C@@H]1O[C@@H](Oc2ccc(O)cc2)[C@H](O)[C@@H](O)[C@@H]1O
13%	O=C(Nc1cccc(F)c1)N1CC[C@@]2(CCCN(S(=O)(=O)c3ccccc3)C2)C1

# Next part
Menin MLL FP TR	compound
0%	COc1ccc(CN2CCC3C=CCC(C(=O)O)C3C2=O)cc1OC (stereo not given)
-7%&-11%	CC1CC(OC(=O)c2ccccc2O)CC(C)(C)C1 (stereo not given)
-17%	NC(N)=NCCC[C@@H](N)C(=O)NCC(=O)N[C@@H](CC(=O)O)C(=O)N[C@@H](Cc1c[nH]c2ccccc12)C(=O)O
-6%	Cc1ccccc1OCC(O)CNCCOc1ccc(C(N)=O)cc1 (stereo not given)
-2%	CC(/C=C/C=C(\C)C(=O)O[C@@H]1O[C@H](CO[C@@H]2O[C@H](CO)[C@@H](O)[C@H](O)[C@H]2O)[C@@H](O)[C@H](O)[C@H]1O)=C\C=C\C=C(C)\C=C\C=C(/C)C(=O)O[C@@H]1O[C@H](CO[C@@H]2O[C@H](CO)[C@@H](O)[C@H](O)[C@H]2O)[C@@H](O)[C@H](O)[C@H]1O
-20%[24.8 µM]	N[C@H](Cc1ccc(O)cc1)C(=O)O
-7%	COCCn1c(=O)c(-c2ccc(F)cc2)nc2cnc(Oc3ccc(OC)cc3)nc21
16%	COc1ccc(C2=Nn3c(nnc3-c3ccccc3O)SC2)c(OC)c1
9%	CN(C)c1ccc(-c2nc(NCCN3CCOCC3)c3ccccc3n2)cc1
-3%[11.7 µM]	COc1ccc(-c2cnnc(CCCn3ccnc3-c3ccccc3)n2)cc1
-7%	CO[C@]1(C)C[C@H]2O[C@]1(C)n1c3ccccc3c3c4c(c5c6ccccc6n2c5c31)C(=O)N(C)C4
-5%	CC(C)C[C@H](NC(=O)[C@H](CCCCN)NC(=O)CNC(=O)[C@H](CC(C)C)NC(=O)[C@@H](N)C(C)C)C(=O)N[C@@H](CO)C(=O)N[C@@H](CCC(N)=O)C(=O)N[C@@H](CCC(=O)O)C(=O)N[C@@H](CC(C)C)C(=O)N[C@@H](Cc1cnc[nH]1)C(=O)N[C@@H](CCCCN)C(=O)N[C@@H](CC(C)C)C(=O)N[C@@H](CCC(N)=O)C(=O)N[C@H](C(=O)N[C@@H](Cc1ccc(O)cc1)C(=O)N1CCC[C@H]1C(=O)N[C@@H](CCCNC(=N)N)C(=O)N[C@H](C(=O)N[C@@H](CC(N)=O)C(=O)N[C@H](C(=O)NCC(=O)N[C@@H](CO)C(=O)NCC(=O)N[C@H](C(=O)N1CCC[C@H]1C(N)=O)[C@@H](C)O)[C@@H](C)O)[C@@H](C)O)[C@@H](C)O
-18%[11.7 µM]	COC(=O)/C=C\CCc1coc(/C=C\CNC(=O)OC)n1
-10%	O=C(O)C1CC[C@@](C(=O)O)(c2ccccc2)c2ccccc21 (stereo not given in full)
7%&1%[24.8 µM]	O=C(O)[C@H]1CN(CCCP(=O)(O)O)CCN1
12%	CC(C)NC(=O)N1CC2(CCN(C(=O)c3ccncc3)CC2)C1
-7%	COc1ccc2c(c1)O[C@H](c1ccc3c(c1)OCO3)[C@@H](OC(=O)NCc1ccco1)C2=O
14%	COc1ccc(Oc2ncc3nc(-c4cccs4)c(=O)n(C)c3n2)cc1
3%[11.7 µM]	OCC1OC(c2ccc3c(c2)OCO3)C=CC1Oc1ccc(C2CCCC2)cc1 (stereo not given)
17%	COCCn1c(=O)c(CCc2ccccc2)nc2cnc(N3CCNCC3)nc21
u	CN(C)c1ccc(-c2cc(NCc3ccccc3)ncn2)cc1
0%	CSCC[C@H](NC(=O)[C@H](Cc1c[nH]c2ccccc12)NC(=O)CCNC(=O)OC(C)(C)C)C(=O)N[C@@H](CC(=O)O)C(=O)N[C@@H](Cc1ccccc1)C(N)=O
-4%	CC1(C)C[C@](C)(C(=O)c2ccccc2)C=C1c1ccccc1
18%	O=C(Nc1cccc(F)c1)N1CC2(CCN(C(=O)c3csnn3)CC2)C1
-27%	COc1ccc2c(c1)O[C@@H](c1ccc3c(c1)OCO3)[C@H](OC(=O)Nc1ccc(C)c(Br)c1)C2=O
12%[11.7 µM]	CCC(=O)[C@]12O[C@@]3(C4C(=O)OCCC41)N(Cc1ccccc1)C(C)=C(C(=O)OC)C(c1ccccc1)N3C2=O (stereo not given in full)
0%[24.8 µM]	CCN1C(=O)N[C@@H](c2ccccc2)C1=O
u	Cc1cc(NC(=O)Nc2ccc(N(C)C)cc2)c2cc(F)cc(F)c2n1
-7%	CCCCC[C@H](O)/C=C/C1=C(C/C=C\CCCC(=O)O)C(=O)CC1
6%	CCCCCCCCCCCCCCCC(=O)NCCCC(=O)O
2%	O=c1c(CCc2ccccc2)nc2cncnc2n1C1CC1
-7%&-1%	O=C(O)c1ccc(OCCCOc2ccc(C(=O)O)cc2)cc1
3%	CCOC(=O)c1c(C)cc(OC)cc1O
-6%	Cc1noc(C)c1-c1cncnc1N(C)Cc1ccco1
1%[24.8 µM]	Nc1c[n+](N2CCOCC2)no1
-15%	CCOC(=O)C(CCc1ccccc1)NC(C)C(=O)N1C(C(=O)O)CC2CCCC21 (stereo not given)
2%	CC(C)CN1CCCC2(CCN(S(=O)(=O)c3ccccc3)CC2)C1
u	Cc1ccc(S(=O)(=O)Nc2ccc(NS(=O)(=O)c3ccc(C)cc3)c3ncccc23)cc1
7%	CCNc1ncc2nc(-c3cn(C)c4ccccc34)c(=O)n(Cc3cccc(OC)c3)c2n1
-7%[94.6 µM]	O=C(OCc1ccccc1)[C@@H]1COC(c2ccc(Br)cc2)=N1

# 3 compounds already listed, sorted by their value in Menin MLL FP TR, ascending.
Menin MLL FP TR	compound
-15%	CCOC(=O)C(CCc1ccccc1)NC(C)C(=O)N1C(C(=O)O)CC2CCCC21 (stereo not given)
2%	O=c1c(CCc2ccccc2)nc2cncnc2n1C1CC1
7%	CCNc1ncc2nc(-c3cn(C)c4ccccc34)c(=O)n(Cc3cccc(OC)c3)c2n1

# Part of the list above, tab-delimited.
Compound	Menin MLL FP TR
CCOC(=O)c1c(C)cc(OC)cc1O	3%
O=C(OCc1ccccc1)[C@@H]1COC(c2ccc(Br)cc2)=N1	-7%[94.6 µM]
CCOC(=O)C(CCc1ccccc1)NC(C)C(=O)N1C(C(=O)O)CC2CCCC21 (stereo not given)	-15%
O=C(O)c1ccc(OCCCOc2ccc(C(=O)O)cc2)cc1	-7%&-1%
Cc1ccc(S(=O)(=O)Nc2ccc(NS(=O)(=O)c3ccc(C)cc3)c3ncccc23)cc1	u

# Next section:
Menin MLL FP TR	compound
-7%	CC(C)(C)C(=O)NCCCC(=O)O
-15%	CC(=O)OCC(OC(C)=O)C(OC(C)=O)C(OC(C)=O)C(OC(C)=O)C(COC(C)=O)OC(C)=O (stereo not given)
7%	COC(=O)N1c2ccccc2C23[C@@H]4CN5CCC[C@]6(CCC12C(O)(C6)C4=O)[C@H]53
4%	C#C[C@]1(O)CC[C@@H]2[C@H]3CCC4=CC(=O)CC[C@H]4[C@H]3C(=C)C[C@@]21CC
u	C=C(COC)C1=CCC(C(=O)OC)(C(=O)OC)[C@@H](C[N+](=O)[O-])c2ccccc21
0%	N[C@@H](Cn1c2c(c(=O)[nH]c1=O)CCC2)C(=O)O
-6%	CCOC(=O)C(C(=O)OCC)N(Cc1cc(OC)ccc1OC)C(=O)C1CC(CO[Si](C)(C)C(C)(C)C)=CN1C(=O)OC(C)(C)C (stereo not given)
-17%	O=C1CCCC=C1[C@@H](O)CCOC(c1ccccc1)(c1ccccc1)c1ccccc1
-2%&-1%	CC(C)(C)OC(=O)NCCCC1=CC2=CC(=O)C(C)(OC(=O)CCc3ccccc3)C(=O)C2=CO1 (stereo not given)
1%[11.7 µM]	COC(=O)NC(c1ccco1)C(C(C)=O)C(=O)OC (stereo not given)
6%[11.7 µM]	CCOC(=O)C1=NO[C@@]2(C=C(Br)C3(OCCCO3)[C@H]3O[C@H]32)C1
-21%	Cc1ccc(-c2ccc(C3C4C=CCCC4(C)C(=O)N3Cc3ccccc3)c(F)c2)cc1 (stereo not given)
1%	CN(C)c1ncc2nc(-c3cccs3)c(=O)n(C)c2n1
-9%	COc1ccc(-c2nc3cnc(N(C)C)nc3n(-c3ccccc3)c2=O)cc1
u	CN1CCN(c2ncnc3ccc(-c4ccccc4C(F)(F)F)cc23)CC1
-6%&3%	C=C(C)C(O)/C=C/c1ccc(C(F)(F)F)cc1 (stereo not given)
3%[24.8 µM]	O=C(O)[C@@H]1CCCNC1
-10%	CC1(C)C2(Cl)C(Cl)C(Cl)C(Cl)(C(Cl)Cl)C1(Cl)C2Cl (stereo not given)
14%	COc1cc([C@@H]2CC(=O)c3c(O)cc(O)cc3O2)ccc1O
-1%	COC(=O)C1[C@@H](OC)C(OC(=O)COc2ccc(OC)cc2)C[C@@H]2CN3CCc4c([nH]c5cc(OC)ccc45)[C@H]3C[C@H]12 (stereo not given in full)
0%	c1ncc(-c2ccoc2)c(NC2CC2)n1
-12%	CCCCCCCCCC(=O)OCC(CO)OC(=O)CCCCCCCCC (stereo not given)
-6%	COc1ccc(NC(=O)N2CCCC3(CCNCC3)C2)cc1
26%	O=C(/C=C/c1ccc(O)c(O)c1)c1ccc(O[C@@H]2O[C@H](CO)[C@@H](O)[C@H](O)[C@H]2O)c(O)c1O
11%	O=C1C2C(c3ccccc3)CC=CC2C(c2cccc(Br)c2)N1Cc1ccccc1 (stereo not given)
-4%[11.7 µM]	COCOc1cc(OC)ccc1C(=O)/C=C\c1ccc2c(c1)OCO2
u	CCCCCN=c1ccn(Cc2ccccc2)c2ccccc12
4%[24.8 µM]	C=N[C@H](C(=O)N[C@@H]1C(=O)N2[C@@H]1SC(C)(C)[C@@H]2C(=O)O)c1ccccc1
2%	Cc1ccccc1-c1cc(NCc2ccccc2)ncn1
14%	NCCC[C@@H](CC(=O)N[C@@H]1CCNC[C@H]1C(=O)N[C@H](CC(=O)N[C@@H](CCC(=O)O)CC(=O)O)Cc1ccccc1)NC(=O)C[C@H](Cc1ccccc1)NC(=O)[C@@H]1CNCC[C@H]1N
-1%	O=C(Oc1ccccc1)N1CCC2(CCCN(c3cccc(-c4ccccc4)c3)C2)CC1
-3%	COCCn1c(=O)c(-c2ccc(OC)cc2)nc2cnc(Nc3ccccc3)nc21
-15%	O=c1cc(N2CCOCC2)oc2c1ccc1ccccc12
7%	O=S(=O)(CCc1ccccc1)c1nnnn1-c1ccccc1
16%	C=CCCn1c(Cl)c(C#N)sc1=O
3%	O=C(Nc1nccs1)C1CC=CC2CCN(Cc3ccc(Cl)c(Cl)c3)C(=O)C21 (stereo not given)
4%[24.8 µM]	COc1ccc(C[C@@](C)(N)C(=O)O)cc1OC
1%	CN(C)Cc1ccccc1-c1ccc2ncnc(NCc3cccs3)c2c1
34%[activator]	COc1ccccc1CNc1ccnc(-c2ccc3c(c2)OCO3)n1
-3%	CC1=CCC2CC1C2(C)C (stereo not given)
u	COc1cccc(-c2nccc(NCCc3c[nH]c4ccc(OC)cc34)n2)c1
-23%	COc1ccc(C(=O)N2CCC[C@@]3(CCN(Cc4ccccc4OC)C3)C2)cc1
-7%	COc1ccccc1-c1ccc2ncnc(NCCNC(C)=O)c2c1
-6%	CCCCCOC(=O)Nc1nc(=O)n(C2O[C@H](C)[C@@H](O)[C@@H]2O)cc1F (stereo not given in full)
10%	N#CCCn1c(=O)c(-c2ccc(Cl)cc2)nc2cnc(N3CCNCC3)nc21
u	Cc1ccccc1-c1nc(NCc2cccs2)c2ccccc2n1
-1%	CC(=O)N1CCC2(CCN(Cc3ccncc3)CC2)CC1
7%	CC(=O)N[C@@H](Cc1ccc(O)cc1)C(=O)N[C@H](C(=O)N[C@@H](C)C(=O)N[C@H](C=O)CC(=O)O)C(C)C
5%	COc1ccc(C2/C=C\CN(C(=O)C3CCCCC3)C(C)C(=O)N2Cc2ccc(F)cc2)cc1 (stereo not given)
-10%	COc1ccc(-n2c(=O)c(CCc3ccccc3)nc3cnc(N4CCNCC4)nc32)cc1

# Later entries
Menin MLL FP TR	compound
-9%	CC1CC=CC2C1C(=O)N(Cc1ccccc1)C2c1cccc([N+](=O)[O-])c1 (stereo not given)
-16%[11.7 µM]	C/C=C/OC(=O)NC(c1ccccc1)[C@]1(C(C)=O)CCOC1=O (stereo not given in full)
-1%	COc1cc(-c2coc3cc(O[C@H]4OC(CO)C(O)C(O)C4O)c(OC)c(O)c3c2=O)cc(O)c1OC (stereo not given in full)
2%	CCCCCCCC/C=C\C/C=C\C/C=C\CCCC(=O)O
